TRPV1 ag: human TRPV1 agonism | Q8NER1 | TRPV1-expressing cells, Fluo-8 calcium influx, agonist mode | activation, % at 8.33 µM | 0.19% of 320,000 active; in the data active means activation above about 80%; inconclusive means between about 30% and that limit; further: 0% is about no effect
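Fluo-8 calcium influx in TRPV1-expressing cells, kinetic read (ex 480/em 520 nm). Compound added and read 3 min for agonist activity, followed by capsaicin at EC20 final and 2 min further read for enhancement.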
ELG1 repair inh: blocks ELG1-dependent DNA repair in HEK293T cells; 2.3% of 330,000 active; Potency, µM (titrated, usually from 46.1 µM), for the others: top-dose activity change, negative = inhibition, most hits filed as inhibitors; HEK293T ELG1-luciferase reporter, luminescence, 16 h; DNA damage induced by 5-fluorouridine; AID 504467; further: potency means the concentration at half of the fitted maximal effect; on the % scale 0 is the no-effect control and ±100 the full control effect; nearly all actives have a fitted effect of over 55% in size
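DMSO vehicle served as the neutral condition. Each well held 2,000 cells given 5-fluorouridine plus compound; after 16 hr at 37 °C/5% CO2, ONE-Glo was added and luciferase measured 30 min later.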
USP2a inh: blocks human ubiquitin-specific protease USP2a | O75604 | USP2 core, Ub-CHOP2 coupled fluorogenic reporter, 485/531 | Potency, µM (series often up to 38.3 µM), for inactives: at the top dose activity change, negative = inhibition, hits mostly inhibitors | 0.01% of 330,000 active | AID 463254;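 further: potency means the concentration at half of the fitted maximal effect; plate controls were DMSO wells for no effect and full inhibition by NEM control for full effect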
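Cell-free coupled assay: 10nM USP2 core preincubated 30min RT with compound in Tris-HCl pH 8.0/CaCl2/CHAPS buffer, then 25nM Ub-CHOP2 and 25nM reporter substrate; fluorescence (Ex 485/Em 531) read after 60min RT, normalized to NEM inhibition, concentration-response curves fitted.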
TCR activator: activators of T cell receptors; primary human leukocytes, anti-CD3, IL-2 HTRF, 48 h; Potency, µM (doses to about 9.22 µM), without a hit: at the top dose activation of IL-2 secretion, most hits filed as activators; 330,000 tested, under 10 active; AID 504894; further: % of control where 0% means no effect
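1) Mix primary human leukocytes, a-CD3 beads and compound. 2) Incubate 48 hr. 3) Add HTRF IL-2 reagents (a-IL-2-K, a-IL-2-d2).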
KCNH2 3.1 inh: inhibitors of human KCNH2 3.1 potassium channel isoform. AID 720553. U2OS KCNH2 3.1, thallium flux FluxOr; stronger effect = lower value. 0.95% of 340,000 active. activity change, % (tested at about 1.8 µM);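 active means maximum activity change below -70%; inconclusive means maximum activity change from -70% to -50%; inactive means maximum activity change above -50%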;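 further: thallium influx rate constant from kinetic fluorescence after stimulation buffer; on the % scale 0 is the no-effect control and ±100 the full control effect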
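Normalized rate constant (relative to positive and negative DMSO controls) derived from a 2 min kinetic fluorescence read after stimulation; U2OS cells expressing the 3.1 isoform via virus at 1.77 x 10^8 /mL.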
Eya2 phos inh: inhibitors of human Eya2 phosphatase activity | recombinant Eya2, OMFP fluorescence dephosphorylation (OMFP is methylfluorescein phosphate) | 0.006% of 330,000 active | Potency, µM (doses to about 76.9 µM), for inactives: top-dose activity, negative = inhibition, most hits filed as inhibitors; further: potency means the concentration at half of the fitted maximal effect; on the % scale 0 is the no-effect control and ±100 the full control effect
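Eya2 protein (added as 0.2 uM solution) was preincubated with compound for 10 min at ambient temperature in 50 mM HEPES pH 7.5, 50 mM NaCl, 5 uM MgCl2, 0.05% BSA, 1 mM DTT. OMFP (added at 50 uM) then reacted 10 min; fluorescence read at 485/525 nm.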
Mito fusion yeast: blocks mitochondrial division or promotes mitochondrial fusion; AID 485298; S. cerevisiae fusion-defective mutant growth rescue, CellTiterGlo 48 h; 0.23% of 320,000 active; Potency, µM (highest dose often 46.1 µM), without a hit: at the top dose growth rescue (activation), usual class: activators;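 further: potency means the concentration at half of the fitted maximal effect; % of control where 0% means no effect; nearly all actives have a fitted effect of over 45% in size; temperature-sensitive fusion mutants such as fzo1-1 at 37 °C on non-fermentable ethanol glycerol medium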
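Growth-rescue viability read-out: after 48 h at the non-permissive 37C in glycerol/ethanol YPEG, yeast mitochondrial fusion mutants are measured by CellTiterGlo luminescence; compounds (23 nl pinned per well) restoring growth score as division inhibitors or fusion activators.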
TSHR antag: blocks TSH signaling through the human TSH receptor; P16473; activity change, negative = inhibition, % at 11.5 µM; 0.2% of 330,000 active; AID 504810; TSHR-expressing cells, TSH-stimulated cAMP HTRF, 2 h; stronger effect = lower value;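 active means activity change below a set negative limit, meaning inhibition stronger than a set level, cut at about -70% in these data; inconclusive means activity change between two set negative limits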; further: on the % scale 0 is the no-effect control and ±100 the full control effect
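Competitive HTRF cAMP read-out (cryptate anti-cAMP antibody, cAMP-d2; 30 min, room temperature) in freshly harvested TSHR cells. Compounds added before TSH at EC80 (4nM final), followed by 2 hours' incubation at 37 deg C.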
KCNH2 WT inh: blocks the wildtype human KCNH2 potassium channel; Q12809; AID 720551; 0.37% of 340,000 active; activity change, % at 1.84 µM; U2OS, BacMam KCNH2, thallium flux FluxOr; stronger effect = lower value;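 active means maximum activity change below -70%; inconclusive means maximum activity change between -70% and -50%; inactive means maximum activity change above -50%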; further: on the % scale 0 is the no-effect control and ±100 the full control effect
Target sequence (Q12809 whole entry, looked up): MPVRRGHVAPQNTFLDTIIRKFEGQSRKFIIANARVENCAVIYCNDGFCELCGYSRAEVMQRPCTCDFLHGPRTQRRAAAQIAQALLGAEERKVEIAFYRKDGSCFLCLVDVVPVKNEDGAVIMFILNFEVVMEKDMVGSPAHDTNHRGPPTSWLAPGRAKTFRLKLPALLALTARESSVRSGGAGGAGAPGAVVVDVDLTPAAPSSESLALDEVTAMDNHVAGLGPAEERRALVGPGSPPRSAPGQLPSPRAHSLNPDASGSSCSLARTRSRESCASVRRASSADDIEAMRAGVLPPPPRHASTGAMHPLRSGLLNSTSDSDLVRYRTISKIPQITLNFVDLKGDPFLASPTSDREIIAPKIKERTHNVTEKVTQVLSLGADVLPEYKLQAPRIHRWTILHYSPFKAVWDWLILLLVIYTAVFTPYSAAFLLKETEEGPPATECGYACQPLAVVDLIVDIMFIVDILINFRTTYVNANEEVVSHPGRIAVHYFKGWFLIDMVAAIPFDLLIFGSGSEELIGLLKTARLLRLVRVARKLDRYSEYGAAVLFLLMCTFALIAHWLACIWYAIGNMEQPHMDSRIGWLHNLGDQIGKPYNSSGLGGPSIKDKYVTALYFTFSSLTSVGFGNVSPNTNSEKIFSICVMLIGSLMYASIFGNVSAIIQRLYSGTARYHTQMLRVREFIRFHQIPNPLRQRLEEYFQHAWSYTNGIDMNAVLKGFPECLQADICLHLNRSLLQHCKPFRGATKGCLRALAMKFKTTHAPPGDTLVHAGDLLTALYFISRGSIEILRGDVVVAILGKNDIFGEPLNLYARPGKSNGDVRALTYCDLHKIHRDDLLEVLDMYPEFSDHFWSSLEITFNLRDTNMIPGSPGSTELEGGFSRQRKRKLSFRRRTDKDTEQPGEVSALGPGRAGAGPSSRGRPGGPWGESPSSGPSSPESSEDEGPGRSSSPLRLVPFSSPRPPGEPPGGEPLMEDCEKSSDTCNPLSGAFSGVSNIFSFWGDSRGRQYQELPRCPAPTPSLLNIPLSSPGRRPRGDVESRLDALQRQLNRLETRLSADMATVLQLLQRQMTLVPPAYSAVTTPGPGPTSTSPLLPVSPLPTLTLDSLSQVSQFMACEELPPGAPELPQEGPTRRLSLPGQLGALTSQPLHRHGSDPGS
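U2OS cells transduced with wild-type KCNH2 virus are loaded with FluxOr dye for 45 min, and thallium flux is measured in kinetic reads before and after stimulation buffer. Rate constants are normalized to DMSO controls.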
A-T KAP1 phos: potential ataxia-telangiectasia treatments restoring KAP-1 phosphorylation. 0.19% of 320,000 active. AID 485349. Potency, µM (doses to about 57.5 µM), for inactives: at the top dose activation, most hits filed as activators. […] A-T fibroblasts, KAP-1 phosphorylation AlphaLISA; neocarzinostatin DNA damage 30 min before lysis; further: potency means the concentration at half of the fitted maximal effect; % of control where 0% means no effect; nearly all actives have a fitted effect of over 45% in size
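hTERT-immortalized A-T patient fibroblasts ([…]), 500 cells/well in OPTI-MEM, 1% FBS, got compounds for 60 min, then NCS for 30 min at 37C. Lysates were then assayed for phospho-KAP-1 by AlphaLISA (anti-pKAP1 donor, anti-KAP1 acceptor beads), 6 hr at 25C.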
* hit, by the source's call; ? = inconclusive; / = no result given; [ ] = dose if it differs, or a comment. Unless noted, the call rests on the fitted dose curve; in most records, active means well fitted curve in the direction sought with a large enough effect; inconclusive means small, poorly fitted or top-dose-only effect, or another doubt; inactive means no such curve, though single readings can be large; an effect the other way counts as inactive or inconclusive.

SMILES	TRPV1 ag	ELG1 repair inh	USP2a inh	TCR activator	KCNH2 3.1 inh	Eya2 phos inh	Mito fusion yeast	TSHR antag	KCNH2 WT inh	A-T KAP1 phos
CCCCN(C(=O)c1cc2c(s1)CCC2)c1c(N)n(CCC)c(=O)[nH]c1=O	-6.7	5.0%	1.3%	-40.6%	4.0	12.0%	-7.7%	10.7	-18.5	-0.9%
O=C(Cc1cccs1)Nc1ccc(NC(=O)c2ccco2)cc1	0.5	/	/	19.7%	1.0	/	2.7%	/	-0.7	/
O=C(COc1ccc(F)cc1)Nc1ccc(S(=O)(=O)Nc2ncccn2)cc1	2.2	7.2%	-3.5%	1.9%	9.9	-24.7%	3.3%	/	-4.6	8.1%
FC(F)(F)c1cccc(NC(=S)NCc2ccccc2)c1	?	-3.4%	-1.8%	0.1%	4.0	3.5%	-5.9%	-10.7	-2.2	1.5%
O=C(NCC1CCCO1)C1CCN(C2CCN(Cc3cccs3)CC2)CC1 (stereo not drawn)	-4.2	-13.5%	3.0%	15.7%	-49.4	4.0%	-0.1%	9.4	12.9	-3.8%
Cc1noc(C)c1NC(=O)N(C)C[C@H]1Oc2ccc(NC(=O)NC(C)C)cc2C(=O)N([C@H](C)CO)C[C@H]1C	/	0.0%	0.8%	7.8%	18.1	1.8%	/	5.5	4.3	-7.5%
COc1ccc(OCC(=O)N/N=C(\C)CC(=O)Nc2ccc(NC(C)=O)cc2)cc1	-1.3	0.0%	-1.1%	/	11.6	7.5%	-0.3%	-0.9	-5.7	2.1%
COc1cc(N=C2C(=O)N3c4c(cccc42)C(C)=CC3(C)C)cc(OC)c1	-4.3	1.4%	0.3%	-6.8%[46.1 µM]	-9.3	-3.0%	4.2%	-3.1	-1.8	-5.5%
O=C(CCCCCNC(=O)N1CCn2c1nc1ccccc12)NCCc1ccccc1	2.8	5.0%	0.2%	4.2%	0.9	-8.4%	-8.8%	1.0	-12.7	-2.1%
O=C(c1cccc(S(=O)(=O)N2CCOCC2)c1)N1CCOCC1	1.9	-1.0%	-0.1%	1.6%	-5.4	-8.4%	3.5%	-12.2	0.1	2.0%
CC(C)n1c(=S)[nH]c2scc(-c3cccs3)c2c1=O	1.9	?	2.9%	8.4%	45.7	9.4%	26.2%	14.9	-27.3	1.3%
CCOc1cc(CN2CCN(CCOCCO)CC2)ccc1OC	-0.1	?	2.3%	-3.2%	6.0	28.3%	-0.1%	-2.9	9.8	/
COc1ccc([C@@H]2CC=C(C(=O)O)[C@H](c3ccc(Br)cc3)N2S(=O)(=O)c2ccc(C)cc2)cc1OC	/	7.0%	0.9%	12.3%	7.3	2.5%	/	-6.2	10.7	-4.4%
NC(=O)c1ccsc1NC(=O)Cc1ccc([N+](=O)[O-])cc1	-2.1	-8.4%	-0.1%	-1.0%	3.6	-3.6%	16.9%	11.9	0.6	1.0%
C[C@@H](C(O)c1ccccc1)N(C)C(=O)CCc1ccccc1 (stereo partly drawn)	2.5	-0.7%	2.3%	5.5%	6.3	-6.2%	-0.1%	3.5	8.2	8.6%
O=C(c1ccc(=O)[nH]c1)N(Cc1cccs1)C1(C(=O)NC2CCCC2)CCCCC1	8.8	12.2%	1.3%	4.6%[46.1 µM]	5.1	0.0%	0.7%	3.2	-4.1	10.3%
C/C(=C\C(=O)c1sccc1Cl)N(C)C	4.5	12.0%	-1.4%	-2.2%	-3.8	-28.6%	-0.5%	42.5	-3.2	10.3%
CC(C)(C)OC(=O)[C@H](Cc1ccccc1)NC(=O)c1nc[nH]c1C(=O)N[C@@H](Cc1ccccc1)C(=O)OC(C)(C)C	13.6	?	-15.2%	0.2%	-70.1*	-8.5%	-36.9%[inhibitor]	-17.1	-5.2	29.0%
CCCSc1ccc([C@@H]2[C@H]3C(=O)N(C)C(=O)[C@H]3[C@]3(C(=O)OC)CCCN23)cc1OC	/	-2.1%	3.2%	0.5%	6.2	8.2%	/	7.5	6.6	1.4%
CCc1ccc(NC(=O)N(CCOC)C2CCN(C(C)=O)CC2)cc1	4.6	9.8%	1.3%	-7.7%	-2.5	4.2%	-0.5%	-6.0	-3.1	-0.7%
CC(=O)/C=C/c1ccc(C)o1	-3.6	18.1%	4.2%	1.1%	-4.5	-10.7%	0.1%	22.7	-4.3	0.3%
CCN(CC(=O)NCc1cccs1)C(=O)c1ccc(S(=O)(=O)Nc2ccccc2)cc1	-0.2	-1.3%	-1.7%	-2.5%	0.3	-1.8%	5.4%	2.0	1.3	2.8%
O=C(O)c1c2c(nc3ccccc13)/C(=C/c1c(F)cccc1F)CCC2	0.8	?	-3.3%	1.5%	5.5	-3.0%	3.3%	-0.1	2.1	9.4%
CCCCn1c(N)c(N(CCC(C)C)C(=O)COC(=O)c2ccc(CC)cc2)c(=O)[nH]c1=O	-1.3	-2.5%	2.4%	1.1%	23.6	-0.3%	-1.6%	-16.1	-5.4	-2.7%
COc1ccc(/C=C/C(=O)c2ccc3c(c2)OCO3)c(OC)c1	12.7	?	-2.1%	4.0%[46.1 µM]	1.4	-0.9%	12.2%	-9.6	12.7	-12.7%
CCN1CCN(CC(=O)Nc2sc3c(c2C#N)CCC3)CC1	-6.0	-7.8%	2.7%	5.5%	34.4	14.8%	-3.9%	-24.6	5.2	-0.2%
CN(CCOc1ccccc1)C(=O)CNC(=O)c1ccc(C(C)(C)C)cc1	?	6.3%	2.4%	-2.3%	3.7	0.0%	4.8%	-0.5	-6.5	-9.0%
CC(C(=O)N1CCN(C(=O)c2ccco2)CC1)n1sc2ccccc2c1=O (stereo not drawn)	-2.8	1.0%	2.4%	4.9%	-0.7	0.5%	11.0%	2.2	-4.2	10.2%
O=C(NCc1ccco1)c1cc(-c2cccs2)on1	1.1	?	3.1%	0.7%	-7.7	6.6%	-14.1%	-0.3	24.2	/
CCCN1CCC(=O)N([C@H](CO)c2ccccc2)CC1	2.5	0.1%	-0.9%	5.8%	6.1	7.1%	0.2%	2.1	-2.8	1.0%
CC1CCCCC1NC(=O)COc1cccnc1[N+](=O)[O-] (stereo not drawn)	/	3.6%	0.1%	-4.6%[46.1 µM]	-15.5	-11.3%	/	-9.3	-9.9	21.5%
COc1cc(/C=C/C(=O)OCc2c(C)noc2C)ccc1OC(F)F	1.3	?	1.0%	-4.2%	2.5	-9.8%	1.7%	4.4	10.5	10.4%
COc1cccc(NS(=O)(=O)c2c(C)cc(C)cc2C)c1	-3.6	-8.1%	-0.6%	8.9%	4.6	4.3%	?	-32.6	-20.3	13.3%
CCCS(=O)(=O)c1c(S(=O)(=O)CCC)c2cnccn2c1C(=O)c1ccc(Cl)cc1	4.1	?	-1.4%	-3.1%	-13.7	10.7%	-3.8%	76.7	-2.6	-1.3%
CCOc1ccccc1NC(=O)CN1CCC(C(=O)c2ccc(OC)cc2)CC1	0.9	?	-1.2%	-3.2%	-12.6	-1.4%	-10.1%	3.2	17.7	0.4%
COC(=O)C1CCN(Cc2cn(Cc3ccccc3)nc2-c2cc3ccccc3o2)CC1	1.2	?	1.4%	-2.4%	-37.4	-1.7%	-9.3%	-7.3	10.3	-2.8%
COc1ccc(CCN(C)C(=S)Nc2ccc(SC(F)F)cc2)cc1OC	0.0	?	-4.0%	-3.1%	-3.4	11.5%	-10.1%	19.1	-0.9	7.6%
CSc1nnc(C2CCCN(CC(=O)Nc3ccccc3N3CCOCC3)C2)n1C(C)C (stereo not drawn)	-0.3	5.2%	10.0%	-3.0%	-8.9	-14.2%	1.9%	3.3	1.8	-1.4%
CCn1cc(S(=O)(=O)NC2CCCCC2)cn1	2.2	-2.0%	0.9%	3.9%	-1.1	5.8%	0.2%	41.3	12.3	3.7%
c1ccc(OCc2nnc3sc(C4COc5ccccc5O4)nn23)cc1 (stereo not drawn)	-2.7	10.6%	-5.0%	7.3%	-1.6	3.6%	-0.1%	-12.3	-1.6	?
Cc1ccc2c(CC(=O)OCn3nnc4ccccc4c3=O)coc2c1	7.1	2.9%	4.2%	-3.0%	-22.3	-3.6%	4.3%	-8.6	5.8	6.7%
NC(=S)N/N=C1/CCSc2ccc3ccccc3c21	1.6	?	3.3%	6.3%	8.6	3.2%	-11.3%	-13.5	0.0	-0.6%
Cc1ccc(OCC(=O)NCc2n[nH]c(=O)c3ccccc23)cc1	-4.3	5.8%	0.0%	5.3%	7.9	6.1%	-2.8%	-2.6	8.5	13.5%
CC1CCC/C(=C\Nc2ccc(O)cc2)C1=O (stereo not drawn)	-1.0	?	-1.6%	-0.5%	6.8	16.0%	-4.4%	-2.0	3.1	19.5%

Source: PubChem

These rows are one share of the data. The share of hits here may be higher or lower than overall.
